# Mtb BioA inh = blocks M. tuberculosis BioA enzyme activity | purified M. tuberculosis BioA enzyme, plate reader | inhibition, % at 9.99 µM | 360,000 compounds, 0.096% hits; in the data active means inhibition above about 40%; inconclusive means no clear call, values can overlap the other calls
# Mtb UGM inh = inhibitors of M. tuberculosis UDP-galactopyranose mutase; purified UGM, fluorescence polarization probe displacement; inhibition, % at 10 µM; 320,000 compounds, 0.06% hits; in the data active means inhibition above about 10%, passing the limit was not always enough; inconclusive means no clear call, values can overlap the other calls
# Target sequence (P9WIQ1 whole entry, looked up): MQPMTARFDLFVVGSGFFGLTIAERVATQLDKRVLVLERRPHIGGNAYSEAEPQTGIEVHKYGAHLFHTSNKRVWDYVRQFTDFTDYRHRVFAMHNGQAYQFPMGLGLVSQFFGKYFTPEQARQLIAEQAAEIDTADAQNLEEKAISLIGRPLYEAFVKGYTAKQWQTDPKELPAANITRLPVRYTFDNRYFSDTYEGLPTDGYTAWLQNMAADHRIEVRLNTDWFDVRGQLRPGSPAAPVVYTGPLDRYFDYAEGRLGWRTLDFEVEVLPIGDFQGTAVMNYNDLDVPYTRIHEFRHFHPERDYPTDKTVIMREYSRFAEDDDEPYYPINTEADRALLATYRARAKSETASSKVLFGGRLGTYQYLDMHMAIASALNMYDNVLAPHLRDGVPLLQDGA
# GDH-TPI inh = counter-screen for M. tuberculosis FBA inhibitors: GDH-TPI coupled enzymes. 360,000 compounds, 1.2% hits. GDH-TPI coupled enzyme counterscreen, NADH absorbance. inhibition, % at 4.8 µM. AID 588335;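 further: 0% = DMSO wells and 100% = wells lacking the enzyme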
# BoNT-F LC inh = blocks Botulinum neurotoxin F light chain protease; Multiplex microsphere protease cleavage assay, flow cytometry; inhibition, % at 10 µM; 360,000 compounds, 0.22% hits; in the data active means inhibition above about 35%, passing the limit was not always enough; inconclusive means no clear call, values can overlap the other calls; further: plate controls were buffer without enzyme for full effect and enzyme alone for no effect
# FadD28 binding = inhibitors of Mycobacterium tuberculosis FadD28 bisubstrate binding; AID 588549; 360,000 compounds, 0.22% hits; FadD28 bisubstrate probe binding, fluorescence polarization; inhibition, % at 12.5 µM; in the data active means inhibition above about 8.5%, passing the limit was not always enough; inconclusive means no clear call, values can overlap the other calls
# DUSP3 inh = DUSP3 (human) phosphatase inhibition | recombinant VHR phosphatase, pNPP absorbance | inhibition, % at 13.3 µM | 290,000 compounds, 0.52% hits; in the data active means inhibition above about 50%; further: some compounds called inactive have numbers as strong as hits
# Target sequence (P51452 whole entry, looked up): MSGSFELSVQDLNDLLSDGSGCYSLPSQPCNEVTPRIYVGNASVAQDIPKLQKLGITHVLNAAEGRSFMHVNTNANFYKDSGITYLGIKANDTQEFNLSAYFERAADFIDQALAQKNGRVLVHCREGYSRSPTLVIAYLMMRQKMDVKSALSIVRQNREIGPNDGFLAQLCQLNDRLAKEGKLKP
# CCHF vOTU inh = CCHFV vOTU protease inhibition; AID 651958; 370,000 compounds, 0.55% hits; Pep-AMC fluorescence; inhibition, % at 11.5 µM; further: 0% = vehicle wells with enzyme and 100% = no enzyme wells
# Rv3671c protease = Rv3671c (M. tuberculosis) protease inhibition; AID 2606; inhibition, % at 5.96 µM; 320,000 compounds, 0.048% hits; P9WHR9; in the data active means inhibition above about 38%;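 further: extracellular domain of Rv3671c used as enzyme; 0% = enzyme with DMSO and 100% = no enzyme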
# Target sequence (P9WHR9 whole entry, looked up, the tested form may be a part): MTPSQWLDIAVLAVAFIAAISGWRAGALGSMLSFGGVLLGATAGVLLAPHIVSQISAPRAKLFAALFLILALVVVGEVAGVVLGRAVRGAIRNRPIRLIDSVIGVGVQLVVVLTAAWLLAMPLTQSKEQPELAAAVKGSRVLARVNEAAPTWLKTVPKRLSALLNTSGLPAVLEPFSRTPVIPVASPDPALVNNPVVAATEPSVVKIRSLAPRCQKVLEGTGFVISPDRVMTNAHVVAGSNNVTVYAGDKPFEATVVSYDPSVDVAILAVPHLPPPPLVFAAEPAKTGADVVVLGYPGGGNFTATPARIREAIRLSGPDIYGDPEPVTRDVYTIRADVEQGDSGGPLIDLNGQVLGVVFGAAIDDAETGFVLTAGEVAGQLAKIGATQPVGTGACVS
# Mtb FBA inh = Mtb fructose-bisphosphate aldolase inhibition; inhibition, % at 1 µM; P9WQA3; AID 588726; 360,000 compounds, 2.3% hits; purified M. tuberculosis FBA, fluorescence read-out; in the data active means inhibition above about 27%;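 further: 0% = vehicle and 100% = reference inhibitor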
# MazEF act = activators of E. coli MazEF toxin-antitoxin RNase; P0AE70; FAM/BHQ RNA-DNA oligo cleavage fluorescence, 5 h; 350,000 compounds, 0.32% hits; activation, % at 20 µM; AID 504720; in the data active means activation above about 50%
# * marks the source's active call; other numbers are inactive results; u = inconclusive; x = not tested or not shown; & = joins results of further samples. Unless noted, no stated cut-off is given here; in the data, active means inhibition above about 30%; inactive means the rest.
SMILES,Mtb BioA inh,Mtb UGM inh,GDH-TPI inh,BoNT-F LC inh,FadD28 binding,DUSP3 inh,CCHF vOTU inh,Rv3671c protease,Mtb FBA inh,MazEF act
CCC(C(=O)NC1CCCC1)N(C(=O)Cn1nnc(-c2ccc(C)cc2)n1)C1CCCC1 (configuration not stated),-0.9,-0.8,-9.4,2.3,-3.1,x,11.9,-7.7,-4.2,-3.7
COc1cc(SC)ccc1C(=O)OCC(=O)NC1CC1,x,0.1,3.8,3.7,-0.1,-17.4,-8.8,1.7,-0.6,4.3
Cc1cc(N2CCN(C3CCCCC3)CC2)n2nc(C)nc2n1,-0.5,-5.3,2.0,-4.4,-0.3,11.4,-4.6,10.9,0.6,4.7
C#CCSc1nc2[nH]ncc2c(=O)[nH]1,x,-0.4,6.2,-5.3,-0.6,-0.1,7.8,-8.0,-0.2,-13.1
CCCN(C(=O)C1CC(=O)N(c2ccccc2C(C)CC)C1)C1CCS(=O)(=O)C1 (configuration not stated),-2.1,-0.9,5.6,-1.8,-2.3,x,3.2,0.2,-3.0,5.1
C[C@H](NC(=O)c1nc[nH]c1C(=O)N[C@@H](CCCCNC(=O)OC(C)(C)C)C(=O)OC(C)(C)C)C(=O)OCc1ccccc1,0.0,-1.1,8.5,-5.8,-1.0,-10.5,27.7,-23.6,-2.7,6.2
Cc1ccc(C)c(NS(=O)(=O)c2ccccc2C)c1,-1.2,-2.2,-5.8,3.3,-0.1,5.5,-4.9,x,-4.2,-0.3
COc1cc(/C=C2/NC(=O)NC2=O)cc(Br)c1OCc1cccc(C(=O)O)c1,x,0.1,19.5,-10.0,-4.7,6.2,2.7,14.8,-1.8,-2.6
CS(=O)(=O)N1CCN(c2ncnc3c2cnn3-c2ccccc2)CC1,x,1.7,-1.2,0.8,1.4,16.5,-15.1,3.4,1.0,2.5
CC(C)CCn1cnc2c(NCc3ccccc3)ncnc21,4.6,0.3,-2.6,-4.1,-2.3,11.6,12.9,-4.9,1.5,1.3
C/C(=N\NC(=O)CN1CCN(S(=O)(=O)c2ccc(C)cc2)CC1)c1ccncc1,-1.2,-0.4,-1.4,-6.7,0.9,25.5,-4.5,6.0,0.3,12.4
O=C(CN1CCC(n2nnc3cc(F)ccc32)CC1)NC1CC1,-0.3,-2.0,2.4,4.0,-1.3,4.9,-0.9,-8.2,-2.2,10.7
Cc1cc(C)c(S(=O)(=O)N(C)CC(=O)NCCCn2ccnc2)c(C)c1,0.0,-1.8,1.9,5.1,0.0,-19.2,1.9,-14.1,2.7,6.6
CCCc1nc(NCc2ccncc2)c2nnn(Cc3ccccc3F)c2n1,-0.3,-2.0,-2.3,17.1,-1.1,7.5,5.7,5.5,-2.7,-2.6
Cc1ccc2c(C)c(C(=O)N3CCN(Cc4ccc5c(c4)OCO5)CC3)oc2c1C,-0.2,-0.9,-14.7,6.6,-3.8,19.7,7.2,-1.1,0.5,-3.0
COCCN(Cc1ccccc1)C(=O)C1CCN(S(=O)(=O)c2ccc3c(c2)OCCO3)CC1,-2.3,2.5,-2.5,2.7,x,x,-3.2,-3.5,-5.7,0.7
CS(=O)(=O)c1ccc(C(=O)N(CCc2ccccc2)Cc2ccccc2)cc1,-0.2,1.2,7.2,2.0,-1.8,-1.5,-4.1,0.6,24.3,-3.6
O=C(CSc1nncs1)Nc1cc(S(=O)(=O)N2CCOCC2)ccc1N1CCCC1,x,x,2.4,u,-0.7,x,-5.9,x,1.2,-7.7
CN(C)/C=N/c1nc2nccc(-c3cccc(Cl)c3)n2n1,x,-2.9,0.6,-5.6,-3.7,15.5,-60.9,6.6,34.1*,4.4
Cc1noc(C)c1S(=O)(=O)N1CCCC(C(=O)NCC2CCCO2)C1 (configuration not stated),-1.5,-1.4,18.1,-11.4,-0.6,17.9,-2.2,9.7,1.1,-8.1
CCN(c1ccccc1)S(=O)(=O)c1ccc(C(=O)Nc2cc(C)ccn2)cc1,-0.6,-2.3,0.4,-6.9,x,x,5.4,-3.5,-1.9,-6.1
Cc1ccc2c(c1)[C@@H]1[C@H](CO2)[C@H](c2ccccc2)[C@@]2(C)C(=O)N[C@H](C)C(=O)N12,-3.6,0.8,5.0,2.4,-2.1,x,6.5,4.2,0.2,5.4
CC(=O)c1nn(-c2cccc(Cl)c2)cc1C(=O)c1ccco1,0.2,0.7,1.4,0.7,-2.7,34.3,11.4,-5.3,-1.3,-2.2
CCOC(=O)C1(CCc2ccccc2)CCN(Cc2ccco2)CC1,x,0.5,4.6,-3.0,-0.6,10.3,6.4,4.7,-1.8,6.3
O=C(OCC(O)CO)c1ccccc1Nc1ccnc2cc(Cl)ccc12 (configuration not stated),6.1,0.3,18.8,-2.3,-6.2,x,18.4,-0.5,1.5,-10.5
CCCCNc1nnc(SCC(=O)N2CCN(S(=O)(=O)c3ccc4ccccc4c3)CC2)s1,x,-2.3,-4.6,-5.7,-3.4,-2.0,-2.9,-17.2,-0.3,-2.7
O=C(CN1C(=O)CCC1=O)Nc1nc(-c2ccc(Oc3ccccc3)cc2)cs1,x,1.1,-3.7,-0.4,-7.9,-12.5,8.4,-19.4,0.2,-4.9
COCC(C)NC(=O)COc1ccc(Cl)cc1Cl (configuration not stated),-2.3,2.2,9.8,4.9,0.7,17.8,-6.7,-1.3,2.1,8.7
Cc1c(C(=O)Nc2ccccc2-c2ccccc2)cccc1[N+](=O)[O-],-0.2,1.9,5.6,3.4,-2.9,20.2,5.2,2.5,4.1,-4.1
Cc1ccc(CSc2nc3c(c(=O)[nH]2)C(c2ccncc2)C2=C(CCCC2=O)N3)cc1 (configuration not stated),2.9,0.8,7.2,u,-7.2,11.9,-19.5,-9.9,21.2,-6.5
Cc1c(C(=O)N2CCc3ccccc32)oc2c1C(=O)CC(C)(C)C2,0.6,x,5.0,0.9,0.8,-4.0,-7.7,x,-1.2,2.4
CCC(=O)NC1(Cc2ccc(O)cc2)CCCCC1,x,-0.6,6.1,-3.7,-4.4,5.1,1.8,6.2,-2.5,29.9
Cn1c(-c2ccccc2)c(/C=N/NC(=O)c2ccc(O)cc2)c2ccccc21,-0.5,-3.0,52.0*,0.1,-6.9,27.1,16.7,12.0,2.7,8.6
CCOc1cc(C(=O)Nn2cnnc2)cc(OCC)c1OCC,1.2,0.1,0.9,-2.1,-3.1,25.9,2.9,-1.0,-1.9,3.6
COc1ccc(CN(C)C(=O)Cn2ccc(N)nc2=O)cc1OC,2.0,-1.1,-16.2,-0.1,-4.3,x,-8.6,3.7,2.4,-5.1
Cc1cc(S(=O)(=O)N2CCOCC2)ccc1OCC(=O)Nc1ccccc1C(F)(F)F,-1.9,0.2,-6.5,14.3,-2.6,-3.8,9.1,8.8,-1.3,-2.2
CC(=O)Nc1cccc(-c2cc(NC(C)=O)c3ncc(-c4cccc(C(C)=O)c4)n3c2)c1,2.4,x,2.2,-4.5,-4.9,x,4.4,x,-1.2,x
CN1CCN(S(=O)(=O)c2ccccc2)C(c2ccccc2)C1 (configuration not stated),-3.1,-1.8,2.2,-5.0,-2.1,x,-3.2,-14.0,-2.7,-4.7
Cc1cccc(N2C(=N)SCC2=O)c1C,x,-1.3,1.1,-1.8,0.4,-10.1,-6.3,5.6,3.8,6.9
COc1ccc(Cn2ccnc2)cc1[N+](=O)[O-],x,3.4,2.8,-5.5,-2.5,-3.8,7.2,-4.3,1.6,10.5
COc1cc2c(C(F)(F)F)c(-c3ccc(C#N)cc3)oc(=O)c2cc1OC,-0.5,-0.9,9.9,3.6,-0.3,x,1.4,7.0,1.5,8.3
O=C(NC1CCCCCC1)C(Cc1ccccc1)n1cccc1 (configuration not stated),0.2,-0.4,8.8,-6.0,-1.0,16.5,-1.5,-7.5,0.9,-0.5
COc1ccc([C@H]2CC(=O)C=C(c3ccc(O)cc3)C2)cc1OC,3.2,-0.8,0.5,-4.4,-6.4,x,9.0,7.8,1.1,8.8
COc1ccc(S(=O)(=O)N(C)C[C@@H]2OCCCC[C@@H](C)Oc3ccc(NS(=O)(=O)c4cccs4)cc3C(=O)N([C@H](C)CO)C[C@@H]2C)cc1,-1.0&1.1,x,1.0,-0.1,-3.2,x,2.9,x,-1.2,-5.7
Cc1nc(NC(=O)c2ccccc2)sc1Cc1ccc2c(c1)OCO2,-0.5,-0.1,4.4,-3.6,-3.0,-4.8,-9.0,-9.0,1.1,1.2
COc1cc(C(=O)N2CCC(C(=O)Nc3cccc(C(C)=O)c3)CC2)cc(OC)c1OC,1.1,1.5,6.4,-4.1,-0.3,15.3,16.1,9.0,2.5,-11.3
COc1ccc(NC(=O)c2cccc3c(-c4ccc(OC)cc4C)coc23)cc1,-0.3,x,0.9,-6.3,-2.7,x,-1.1,x,0.6,x
Cc1cc(Br)cn2c(Cc3ccccc3)c(-c3ccc(F)cc3)nc12,1.2,x,x,-11.3,-5.5,x,13.1,x,0.2,x
CCCSc1nc(O)c(C2OC(=O)c3c2ccc(OC)c3OC)c(=O)n1-c1ccccc1 (configuration not stated),0.6,2.7,5.0,1.0,0.0,1.6,-5.9,3.1,3.2,-5.2
CCOC(=O)c1ccc(NC(=O)Cn2nnc(-c3ccc(F)cc3)n2)cc1,1.0,0.1,13.3,-2.3,1.0,23.9,9.2,-3.1,4.3,-0.7

# Full records, looked up by structure. Order of screens: Mtb BioA inh | Mtb UGM inh | GDH-TPI inh | BoNT-F LC inh | FadD28 binding | DUSP3 inh | CCHF vOTU inh | Rv3671c protease | Mtb FBA inh | MazEF act
# CCOC(=O)c1ccc(NC(=O)Cn2nnc(-c3ccc(F)cc3)n2)cc1 reads 1.0 | 0.1 | 13.3 | -2.3 | 1.0 | 23.9 | 9.2 | -3.1 | 4.3 | -0.7
# CCCSc1nc(O)c(C2OC(=O)c3c2ccc(OC)c3OC)c(=O)n1-c1ccccc1 (configuration not stated) reads 0.6 | 2.7 | 5.0 | 1.0 | 0.0 | 1.6 | -5.9 | 3.1 | 3.2 | -5.2
# COc1ccc(NC(=O)c2cccc3c(-c4ccc(OC)cc4C)coc23)cc1 reads -0.3 | x | 0.9 | -6.3 | -2.7 | x | -1.1 | x | 0.6 | x

# (next part)
SMILES,Mtb BioA inh,Mtb UGM inh,GDH-TPI inh,BoNT-F LC inh,FadD28 binding,DUSP3 inh,CCHF vOTU inh,Rv3671c protease,Mtb FBA inh,MazEF act
CN1CCN(C(=O)c2ccc(C(C)(C)C)cc2)CC1,2.3,0.4,2.6,0.1,-3.3,-4.0,10.9,1.7,0.4,-2.6
CC(=O)N1c2ccccc2C2CCCC[C@@H]21 (some centres not stated),-0.9,1.6,8.4,-5.5,-2.8,x,-6.5,-4.9,-1.8,7.9
Cc1ccccc1Cn1cnc2c(cnn2C(C)(C)C)c1=O,-0.2,0.8,9.4,-1.2,-1.4,-8.0,4.3,7.3,2.1,-3.6
Cc1ccc[n+](CC(=O)/C=C2\N(C)c3ccccc3C2(C)C)c1,-0.8,-0.8,15.8,-3.3,-4.1,1.0,12.5,8.8,-7.8,0.1
O=C(O)CNS(=O)(=O)c1ccc(C2CCCCC2)cc1,x,-1.3,4.2,-5.1,0.3,9.6,-9.5,10.0,1.8,2.5
CCCCC(=O)NC(=S)NNC(=O)c1ccc(OC)cc1,x,1.1,3.8,-0.6,2.1,39.3,-8.6,5.9,4.2,1.0
CC(C)Cn1c(SCC(=O)c2ccc(Cl)s2)nnc1-c1ccco1,9.3,1.4,2.9,1.0,-6.7,-5.0,3.8,-3.5,0.2,9.1
Cc1ccc(NC(=O)Cc2c(O)c3ccccc3[nH]c2=O)c(C)c1,-0.4,1.2,0.0,-2.9,-1.2,-14.6,-4.5,10.8,5.7,-1.7
COc1ccc(-c2nn(-c3ccccc3)cc2N)cc1,x,0.3,5.8,-9.1,-0.3,2.3,-35.9,-6.2,92.6*,7.4
CCOC(=O)CN1C(=O)C(=O)N(Cc2cccc(C)c2)C1=O,-0.4,0.5,-4.3,-10.0,-2.8,-30.3,-4.5,-1.2,-0.9,7.9
CN(C)c1ccc(C(CNC(=O)c2ccccc2Br)c2c[nH]c3ccccc23)cc1 (configuration not stated),x,1.7,7.3,-3.2,0.6,8.5,6.7,7.4,0.3,0.6

# Bioassay records from PubChem BioAssay.
